# MC4R antagonist = human MC4R antagonism in cAMP assay; 0.48% of 360,000 active; AID 540295; inhibition, % at 6.5 µM; MC4R-expressing cells, MTII-stimulated cAMP, LANCE TR-FRET;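 active = inhibition above its plate's cutoff, the mean of tested wells on that plate plus 3 SD, cut at about 29% in these data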;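 also: 0% = Melanotan II alone and 100% = Melanotan II plus saturating MCL0020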
#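 material = U2OS cells stably expressing human melanocortin 4 receptor (MC4R) | also added = Melanotan II challenge | dosing = single nominal compound dose of 6.5 µM | detection = TR-FRET with Eu-cAMP and labeled anti-cAMP, 671 nm | replication = singlicate | timing = compound 30 min, challenge 1 h, detection 1 h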
# NOD2 RIPK2 PPI = NOD2-RIPK2 protein interaction inhibition. O43353. CHO BLA complementation NOD2-RIPK2, CCF4 ratio. inhibition, % at 4.98 µM. 0.38% of 360,000 active. AID 624267; in the data active = inhibition above about 21%;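 also: 0% = vehicle only and 100% = reference blocker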
# HTR2A ag = mouse HTR2A agonism via beta-arrestin recruitment | CHO-K1 mHTR2A beta-arrestin complementation, luminescence; percent of 30 µM serotonin response | activation, % at 7.6 µM | AID 624169 | 0.66% of 360,000 active;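 active = activation above a run cutoff, the mean activation of all tested compounds plus 3 SD, cut at about 14% in these data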;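 also: 0% = plate median of compound wells and 100% = 30 µM serotonin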
# ABHD5-PLIN5 inh = blocks binding of human ABHD5 to perilipin-5. inhibition, % at 4 µM. 0.78% of 360,000 active. Q00G26+Q8WTS1. AID 602281. Split G. princeps luciferase complementation, luminescence, 4 h;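 active = inhibition above the mean inhibition across every tested compound plus 3 SD, cut at about 22% in these data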;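 also: 0% = DMSO only wells and the 100% control is not disclosed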
# ABCB6 inh MLPCN = blocks the human ABCB6 transporter | K562-ABCB6 porphyrin accumulation, flow cytometry, 1 h; active compounds read low | fluorescence ratio to DMSO, % at 10 µM | 0.19% of 360,000 active | AID 602162;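 active = fluorescence ratio to DMSO below 75%, the collection mean minus 3 SD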;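 also: signal is porphyrin accumulated inside mitochondria; 100% equals median channel fluorescence of DMSO control wells; lower ratio means ABCB6 inhibition with less porphyrin fluorescence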
# H9c2 protect = myocardial damage modulation in H9c2 cells; 0.63% of 360,000 active; H9c2 cardiomyocytes, H2O2 injury protection, ATPLite, 2 h; AID 588492; protection from H2O2 cell death, % at 20 µM;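 active = compounds giving at least 50% protection of heart cells from peroxide-induced death in the single-dose screen, raw or plate-pattern-corrected value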;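 also: 0% = DMSO wells with peroxide and 100% = DMSO wells without peroxide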
# TLR9-MyD88 block = inhibitors of human TLR9-MyD88 binding; CHO BLA complementation TLR9-MyD88, CCF4 FRET ratio; 0.21% of 340,000 active; inhibition, % at 4.98 µM; AID 504734;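 active = inhibition above the mean over all tested compounds plus 3 SD, cut at about 21% in these data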;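 also: 0% = DMSO only wells and 100% = clavulanate BLA inhibitor control wells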
# Target sequence (Q99836 whole entry, looked up): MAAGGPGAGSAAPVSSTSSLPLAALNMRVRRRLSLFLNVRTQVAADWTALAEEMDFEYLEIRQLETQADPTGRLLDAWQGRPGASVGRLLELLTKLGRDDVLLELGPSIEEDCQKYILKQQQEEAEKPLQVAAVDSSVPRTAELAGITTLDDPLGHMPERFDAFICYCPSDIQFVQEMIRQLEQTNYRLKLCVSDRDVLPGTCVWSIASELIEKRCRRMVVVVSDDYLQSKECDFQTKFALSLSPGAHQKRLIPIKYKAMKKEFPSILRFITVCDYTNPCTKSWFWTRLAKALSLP
# Target sequence (Q9NR96 whole entry, looked up): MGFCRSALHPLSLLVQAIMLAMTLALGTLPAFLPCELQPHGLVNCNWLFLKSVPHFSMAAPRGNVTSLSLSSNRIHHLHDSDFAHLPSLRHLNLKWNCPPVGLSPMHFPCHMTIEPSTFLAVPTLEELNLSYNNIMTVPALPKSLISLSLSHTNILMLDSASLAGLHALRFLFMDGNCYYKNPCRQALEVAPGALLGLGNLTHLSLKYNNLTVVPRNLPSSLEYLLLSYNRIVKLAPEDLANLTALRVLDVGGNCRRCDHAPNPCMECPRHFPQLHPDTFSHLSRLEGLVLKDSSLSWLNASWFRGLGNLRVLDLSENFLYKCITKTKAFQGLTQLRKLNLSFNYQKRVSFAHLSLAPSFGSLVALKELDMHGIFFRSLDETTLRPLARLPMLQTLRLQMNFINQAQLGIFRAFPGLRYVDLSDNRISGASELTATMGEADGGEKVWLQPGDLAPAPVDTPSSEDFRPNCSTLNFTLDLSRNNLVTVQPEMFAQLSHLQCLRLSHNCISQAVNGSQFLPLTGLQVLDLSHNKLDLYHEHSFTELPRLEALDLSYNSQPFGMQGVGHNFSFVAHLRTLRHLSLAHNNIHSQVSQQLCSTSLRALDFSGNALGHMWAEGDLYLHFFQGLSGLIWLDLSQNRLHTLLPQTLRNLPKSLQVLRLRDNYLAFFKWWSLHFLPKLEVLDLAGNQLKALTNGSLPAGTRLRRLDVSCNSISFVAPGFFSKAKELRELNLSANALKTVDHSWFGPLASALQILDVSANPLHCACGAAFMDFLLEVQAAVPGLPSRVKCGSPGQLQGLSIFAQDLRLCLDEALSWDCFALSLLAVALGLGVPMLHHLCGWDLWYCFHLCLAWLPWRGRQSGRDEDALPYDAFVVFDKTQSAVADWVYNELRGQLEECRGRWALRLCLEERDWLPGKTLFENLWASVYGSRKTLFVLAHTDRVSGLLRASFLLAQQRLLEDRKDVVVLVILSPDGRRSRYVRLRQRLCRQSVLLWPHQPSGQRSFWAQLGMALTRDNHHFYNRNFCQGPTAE
# SRC2 inh = human SRC2 (NCOA2) inhibition | 0.17% of 370,000 active | HEK293 GAL4-SRC2 luciferase reporter, luminescence | AID 651957 | inhibition, % at 9 µM;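 active = inhibition above the mean inhibition of all tested compounds plus 3 SD, set per campaign, cut at about 52% in these data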;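 also: 0% = DMSO treated cells and 100% = cells given Gossypol at 36 µM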
# Glyco luc inh = blocks N-linked glycosylation in D54 reporter cells. D54 ERlucT glycosylation luciferase reporter, 24 h; percent of 100 nM tunicamycin response. reporter increase, % at 12.5 µM. 0.23% of 360,000 active;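 active = mean luciferase reporter signal, scaled so untreated is 0 and the glycosylation-blocking control 100, at or above a set limit in every replicate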;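 also: luciferase carries N-glycosylation sites so blocking glycosylation raises the light; 0% = median of neutral control wells and 100% = median of 100 nM tunicamycin wells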
# MC4R barr agon = agonists of human melanocortin 4 receptor (MC4R) beta-arrestin; activation, % at 8.9 µM; 0.98% of 360,000 active; P32245; U2OS MC4R beta-arrestin complementation, luminescence; percent of melanotan II response, DMSO zero; AID 540308;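 active = activation above a per-plate cutoff, the mean activation of sample wells on that plate plus 3 SD, cut at about 8% in these data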
# * = called active by the depositor; / = not tested or not shown. Not all compounds are listed. The share of hits here may be higher or lower than overall.
1	CCOC(=O)c1sc2nc(N3CCOCC3)c3c(c2c1N)CCN(Cc1ccccc1)C3
2	CC(=O)c1cccc(NC(=O)/C(=C/c2ccncc2)NC(=O)c2ccccc2)c1
3	CN1CCN(C2Cc3cc(F)ccc3Sc3ccc(Cl)cc32)CC1 (configuration not stated)
4	CSC1=NC(C(Cl)(Cl)Cl)N=C(c2ccccc2)N1 (configuration not stated)
5	COC(=O)c1c(NC(=O)c2cnccn2)sc2c1CCC2
6	C/C(=N\Nc1ccc([N+](=O)[O-])cc1)c1ccc(-n2nncc2C)cc1
7	C1=C(c2ccccc2)N2CCN=C2S1
8	CCCCn1nnnc1C(c1cc2ccccc2o1)N(C)CCc1ccccc1 (configuration not stated)

Assay by compound	1	2	3	4	5	6	7	8
MC4R antagonist	8	0	15	4	-2	1	1	/
NOD2 RIPK2 PPI	-6	-13	6	10	2	4	-13	-2
HTR2A ag	4	8	-8	-3	-1	-10	0	-1
ABHD5-PLIN5 inh	0	-6	13	5	-2	9	1	-3
ABCB6 inh MLPCN	105	97	96	98	92	104	100	94
H9c2 protect	2	0	4	-4	1	11	0	/
TLR9-MyD88 block	9	-3	-2	-2	4	8	8	/
SRC2 inh	-9	6	-9	11	-10	-5	-11	-20
Glyco luc inh	3	1	1	22	0	-5	0	/
MC4R barr agon	1.2	-0.7	1.8	-1.6	1.8	-2.9	0.2	/

9	CCc1ccc(NC(=O)[C@H](C)NC(=O)C2CCN(C(=O)[C@@H](N)Cc3ccccc3)CC2)cc1
10	C[C@H]1CN([C@@H](C)CO)C(=O)c2cc(/C=C/c3ccccc3)cnc2O[C@H]1CN(C)C(=O)c1cccc(F)c1
11	CCOC(=O)c1sc(NC(=O)OC)c(C(=O)OC)c1C
12	CCOC1CCCC(n2cnc3c(=S)nc[nH]c32)O1 (configuration not stated)
13	CCc1nc2c(OCc3ccc(Cl)cc3)cccn2c1N(C=O)Cc1ccccc1
14	O=c1c([N+](=O)[O-])cccn1Cc1ccc(F)cc1Cl
15	Cc1ccc(S(=O)(=O)N2CCOCC2)cc1C(=O)OCC(=O)c1c(N)n(C)c(=O)n(C)c1=O
16	N#CC(C#N)=C1NC(N)=C(C#N)C(c2ccccc2)=C1C#N

Assay by compound	9	10	11	12	13	14	15	16
MC4R antagonist	3	1	8	3	16	-1	0	8
NOD2 RIPK2 PPI	7	-4	-3	-2	-2	-5	-12	-7
HTR2A ag	1	17*	0	1	2	-2	-4	0
ABHD5-PLIN5 inh	1	-1	2	-8	9	-3	6	-11
ABCB6 inh MLPCN	96	100	97	98	88	104	97	102
H9c2 protect	-5	35	-5	5	-6	-1	7	7
TLR9-MyD88 block	-6	9	1	-14	/	1	-2	8
SRC2 inh	/	10	13	-2	-11	0	-8	-12
Glyco luc inh	-2	1	-1	3	-3	-1	0	2
MC4R barr agon	-1.9	0.3	-1.4	-2.9	-1.1	-1.8	-2.5	-2.0

17	COCCNC(=S)NCCc1ccc(Cl)cc1Cl
18	O=C(CCc1nnc(CCCCc2ccccc2)o1)N(CCO)Cc1ccccc1
19	Cc1ccc(N2C(=O)CC2(C#N)c2ccc(OCc3ccccc3)cc2)cc1 (configuration not stated)
20	Cc1cc(C)nc(Nc2ccc(F)cc2)n1
21	Cc1nc(NCc2ccccc2)[nH]c(=O)c1CCC(C)C
22	CCn1nc(C)c(CN2CCCC(CO)(Cc3cccc(Cl)c3)C2)c1C (configuration not stated)
23	CC(C)NC(=O)N(C)C[C@@H]1Oc2c(NC(=O)Nc3ccccc3)cccc2C(=O)N([C@H](C)CO)C[C@H]1C
24	Cc1cc(NC(=O)c2c(F)cccc2Cl)n(-c2nc3ccccc3[nH]2)n1

Assay by compound	17	18	19	20	21	22	23	24
MC4R antagonist	7	18	0	-2	-5	6	4	-24
NOD2 RIPK2 PPI	4	3	1	-10	-8	-5	2	8
HTR2A ag	-5	0	-2	-5	2	0	0	-5
ABHD5-PLIN5 inh	0	5	-6	-3	-3	4	-7	-10
ABCB6 inh MLPCN	106	99	100	102	102	94	104	102
H9c2 protect	-3	6	-4	0	-4	0	-3	38
TLR9-MyD88 block	11	4	12	1	9	1	-3	4
SRC2 inh	-2	-18	-16	-42	-7	4	16	4
Glyco luc inh	1	0	-5	2	1	0	3	-5
MC4R barr agon	0.4	-1.2	1.6	-1.1	1.9	-0.6	-3.5	-1.9

25	COc1ccc2c(c1OC)C(=O)N1C2SC[C@H]1C(=O)NCCC(C)C (some centres not stated)
26	O=C(Cc1cccc2ccccc12)NCC(=O)Nc1ccccc1F
27	COc1ccc2nc3oc(C(=O)N4CC(C)CC(C)C4)cc3cc2c1 (configuration not stated)
28	CC1CCN(c2ccc3c(c2)S(=O)(=O)c2cc(C(=O)O)ccc2C3=O)CC1
29	COc1ccc(Cl)cc1NC(=O)Nc1cc(C)on1
30	Cc1ccc(/C=C/C(=O)O)cc1S(=O)(=O)N1CCc2ccccc2C1
31	C(=N\n1cnnc1)/c1ccc(OC2CSC2)cc1
32	Cc1nn2c(-c3ccc(S(=O)(=O)N4CCN(CCO)CC4)o3)nnc2c2ccccc12

Assay by compound	25	26	27	28	29	30	31	32
MC4R antagonist	3	-1	8	4	5	4	-5	-1
NOD2 RIPK2 PPI	-5	-10	-5	8	-1	-2	-5	-3
HTR2A ag	0	-2	4	-6	-7	2	-2	-6
ABHD5-PLIN5 inh	-9	-4	0	5	-3	-2	-14	-8
ABCB6 inh MLPCN	100	84	96	106	96	101	99	100
H9c2 protect	6	4	4	0	-2	2	1	12
TLR9-MyD88 block	3	-7	-15	8	-1	-2	-3	-1
SRC2 inh	8	3	/	-20	6	-19	-3	4
Glyco luc inh	-1	-1	4	-2	0	1	2	3
MC4R barr agon	1.3	-1.6	-3.4	-1.5	3.2	-3.1	0.1	-2.1

33	O=[N+]([O-])c1cccc(NC(=S)N2CCN(c3ccccn3)CC2)c1
34	O=C(NCCc1ccccc1)NC1CCCCC1
35	COc1ccc(CC(=O)Nc2cc(Cl)ccc2N2CCCC2)cc1
36	Cc1ccc(-c2cc(C(=O)Nc3nn[nH]n3)c3ccccc3n2)c(C)c1
37	COc1ccc(CN2CCC[C@]3(N[C@H](c4ccc(OC)cc4)[C@@H]4C(=O)N(C)C(=O)[C@@H]43)C2=O)cc1
38	Nc1nnc(SCC(=O)NCC(=O)Nc2ccc(F)c(F)c2F)s1
39	O=C(NCc1ccccc1)C(c1ccco1)N(C(=O)c1ccccn1)c1ccc(F)cc1 (configuration not stated)
40	CCOC(=O)C1=NOC2(C1)C(=O)Nc1ccc(OC(F)(F)F)cc12 (configuration not stated)

Assay by compound	33	34	35	36	37	38	39	40
MC4R antagonist	0	0	10	6	6	15	2	/
NOD2 RIPK2 PPI	5	10	-4	0	5	-6	-7	-5
HTR2A ag	-5	1	-1	5	2	1	3	-5
ABHD5-PLIN5 inh	-8	-6	-5	-4	5	-1	-4	-1
ABCB6 inh MLPCN	94	95	100	99	97	93	98	106
H9c2 protect	-2	-2	-10	-1	6	0	2	/
TLR9-MyD88 block	4	0	-10	9	-3	4	6	/
SRC2 inh	-16	-27	4	-18	-1	-13	-16	-17
Glyco luc inh	1	-10	-6	0	0	0	-3	/
MC4R barr agon	-4.0	0.3	1.7	-2.7	0.5	-0.2	-1.4	/

41	O=C(Nc1cccc(C(=O)O)c1)/C(=C\c1ccco1)NC(=O)c1ccccc1Cl
42	Cc1ccsc1/C=N/Nc1nc2ccccc2s1
43	CCCN(CC(=O)Nc1ccccc1OC)C(=O)CSc1nc(C)cc(C)n1
44	COc1ccc(CNc2nc(S(=O)(=O)c3ccccc3)c(Cl)s2)cc1OC
45	CCOC(=O)c1sc2nccc(N(C)C)c2c1N=CNOCc1ccccc1
46	Cc1ccc(/C(O)=C2/C(=O)C(=O)N(CCCn3ccnc3)C2c2cccnc2)cc1 (configuration not stated)
47	Cc1nc(SCC(=O)NNC(=O)c2cccs2)[nH]c(=O)c1C
48	O=C(NCCc1nnc2ccccn12)c1cccs1

Assay by compound	41	42	43	44	45	46	47	48
MC4R antagonist	10	-6	-2	-1	-19	9	11	0
NOD2 RIPK2 PPI	-4	4	11	-9	-13	-15	1	-2
HTR2A ag	-3	-1	-7	-4	6	7	0	7
ABHD5-PLIN5 inh	6	3	-4	-10	-7	0	-5	3
ABCB6 inh MLPCN	97	94	96	96	96	95	99	100
H9c2 protect	-1	-21	-2	-22	1	-3	0	-3
TLR9-MyD88 block	-7	5	-11	-1	1	0	-2	-1
SRC2 inh	-8	-27	16	24	-10	1	-49	-21
Glyco luc inh	2	-15	2	0	-7	0	0	1
MC4R barr agon	1.6	9.9*	-0.6	-2.1	0.9	-0.6	-0.8	-1.5

49	COc1ccc(N2CCN(Cc3nc(N)nc(Nc4ccc(C)c(Cl)c4)n3)CC2)cc1
50	CC(C)Cc1ccc(CN2CCCC(NC(=O)c3ccnn3C)C2)cc1 (configuration not stated)
51	CC(=O)Nc1ccc(NC(=O)COC(=O)c2ccc(S(=O)(=O)NCc3ccco3)cc2)cc1
52	COc1ccc(NS(=O)(=O)c2ccc(Br)cc2)cn1
53	O=C(N/N=C/c1ccc2ccccc2c1)c1ccc(COc2ccc3c(c2)CCC3)o1
54	CCOc1ccccc1NC(=O)c1ccc2c(c1)C(=O)N(CC)C2=O
55	COc1ccc(N2C(=O)CC(c3ccc([N+](=O)[O-])cc3)C2=O)cc1 (configuration not stated)
56	CC(=O)Nc1cc(C)nn1-c1nc2ccccc2s1
57	CC(=O)N1CCN(C(=O)c2cc(C)oc2C)CC1

Assay by compound	49	50	51	52	53	54	55	56	57
MC4R antagonist	5	2	9	-2	0	4	14	24	-1
NOD2 RIPK2 PPI	16	2	-7	-9	-14	-4	1	-6	-4
HTR2A ag	0	2	-4	3	-3	3	3	5	-1
ABHD5-PLIN5 inh	5	4	0	7	5	4	4	6	6
ABCB6 inh MLPCN	92	99	103	101	96	99	96	99	96
H9c2 protect	14	-10	3	-1	-3	8	1	52*	12
TLR9-MyD88 block	-10	9	-8	-4	2	-1	-16	0	-5
SRC2 inh	-19	23	-10	17	-24	5	-59	-22	-8
Glyco luc inh	2	-1	0	-3	2	0	0	1	2
MC4R barr agon	2.3	-1.2	0.6	0.4	5.2	-0.7	-1.2	4.0	-2.2

# Reprinted at random: 3 compounds from above
36	Cc1ccc(-c2cc(C(=O)Nc3nn[nH]n3)c3ccccc3n2)c(C)c1
14	O=c1c([N+](=O)[O-])cccn1Cc1ccc(F)cc1Cl
51	CC(=O)Nc1ccc(NC(=O)COC(=O)c2ccc(S(=O)(=O)NCc3ccco3)cc2)cc1

Assay by compound	36	14	51
MC4R antagonist	6	-1	9
NOD2 RIPK2 PPI	0	-5	-7
HTR2A ag	5	-2	-4
ABHD5-PLIN5 inh	-4	-3	0
ABCB6 inh MLPCN	99	104	103
H9c2 protect	-1	-1	3
TLR9-MyD88 block	9	1	-8
SRC2 inh	-18	0	-10
Glyco luc inh	0	-1	0
MC4R barr agon	-2.7	-1.8	0.6
